INS-1E GSIS act = GLuc luminescence reporter in INS-1E cells, primary screen for activators of glucose-dependent secretion of insulin | activation, % at 16.6 µM | INS-1E GLuc reporter insulin secretion, 2-3 h | 0.61% of 370,000 active;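 active = lowest replicate activation of at least 40%, so every replicate reaches that level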;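 note: 0% = median of neutral control wells and 100% = median of IBMX positive control wells; some compounds called inactive have numbers as strong as hits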
miR122 inh = miR-122 Renilla sensor signal increase in Huh7, primary screen, miR-122 inhibitor project, cell-based, single point, plate reader; activation (reporter increase), % at 12.5 µM; Huh7 miR-122 Renilla luciferase sensor, 48 h; neutral wells = 0, positive control = 100; AID 602342, 2012; 0.3% of 340,000 active;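 active = mean replicate activation score at least 90 and every replicate individually at or above 90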;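 note: higher luciferase means less miR-122 activity so hits act as miR-122 inhibitors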
Cneo AK release = Cryptococcus neoformans cell lysis inducers, primary screen, AK release luminescence, single concentration; C. neoformans lysis, adenylate kinase release luminescence, 4 h; normalised: neutral wells 0, clomiphene wells 100; lysis activity, % at 15 µM; AID 651654, 2012; 0.2% of 360,000 active;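 active = mean lysis activity across replicates of at least 80%, whatever share of replicates individually reach that level; inactive = mean lysis activity below 80%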
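Schedule: static 4 h at 37 °C with compound, 1 h detection; system: C. neoformans cells; benchmarks: Clomiphene as positive control; buffer or medium: fresh YPD medium; measure: luminescence rise reflecting yeast cell lysis; measured by: luminescent adenylate kinase detection reagent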
PglD inh = C. jejuni PglD acetyltransferase inhibitors, primary screen, biochemical, DTNB colorimetric, single point | purified PglD enzyme, DTNB colorimetric CoA detection | AID 602405, 2012 | 0.098% of 360,000 active | inhibition, % at 12.5 µM; in the data active = inhibition above about 16%, passing the limit was not always enough; note: strong numbers were not always called active
F508del corr = F508del CFTR correction, initial screen, CFBE line, single point; CFBE cells, YFP halide quenching; stimulated with forskolin plus potentiator P3; % fluorescence drop versus neutral controls; activity (quench increase), % at 7.58 µM; 0.36% of 350,000 active; AID 720511, 2013;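 active = mean added fluorescence quench of at least 8% versus neutral control, with both replicates also reaching 8%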;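 note: cells transiently co-express mutant CFTR-F508del with the halide-sensitive YFP; corrector assay measuring rescue of mutant channel to the surface after 24 h compound exposure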
PGC1a acetyl inh = inhibitors of PGC1a acetylation signal, primary screen, cell-based, U2OS, AlphaScreen, inhibitor mode | AlphaScreen anti-acetyl-lysine; with virally co-expressed GCN5 acetyltransferase | inhibition, % at 15.6 µM | 0.17% of 350,000 active | AID 651687, 2012;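 active = every replicate shows inhibition of at least 40%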;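 note: 0% = neutral control wells and 100% = positive control wells; some results beyond the cut were filed as inactive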
Statin myotox sup = suppressors of statin myotoxicity in C2C12 myotubes, primary screen, cell-based, single point, plate reader. C2C12 myotubes + simvastatin, ATP luminescence, 48 h; scaled: DMSO 0, geranylgeraniol control 100. rescue of ATP level, % at 7.49 µM. 0.78% of 330,000 active;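 active = mean ATP rescue above about 67%, or every replicate alone reaching that limit, limit read from the data, passing the limit was not always enough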;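 note: myotubes were challenged with 10 µM simvastatin during compound exposure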
FN deposition inh = inhibitors of fibronectin matrix deposition, primary screen, AH1F cells, Alexa488-fibronectin fluorescence, plate reader; AH1F fibroblasts, overnight; 0.086% of 350,000 active; inhibition, % at 12.6 µM;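 active = mean inhibition across replicates of 30% or more, regardless of how many single replicates reach that level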;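 note: positive control wells lacked labelled fibronectin entirely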
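Material: AH1F fibroblast monolayer depositing Alexa488-labelled fibronectin into matrix / Amount: 10000 AH1F cells per well / Signal: fluorescence 485/525 nm / Medium: DMEM, 2% serum / Compound: single dose, pinned / Incubation: 1 h cell adhesion before compound, then overnight fibronectin incubation / Reagent: Alexa488-FN, 24 nM final / Read-out: inhibition of fibronectin deposition signal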
* hit, by the source's call; . = not tested or not shown; [ ] = remark or other dose. Rows were taken by chance; 2.1% or so of the library scored in one or more.

| No. | smiles | INS-1E GSIS act | miR122 inh | Cneo AK release | PglD inh |
| --- | --- | --- | --- | --- | --- |
| 1 | C=CC1c2ccccc2/C=C(C(=O)OC)\C(C(=O)OC)=C/N1Cc1ccc(OC)cc1 (stereo unspecified) | . | . | 10.8 | -5.2 |
| 2 | CCCc1nnc(NC(=O)c2oc3ccccc3c2COCC)s1 | 6.1 | 0.1 | -0.5 | 0.4 |
| 3 | Cc1ccc(NCc2nnc(SCC(=O)NCCc3ccccc3)n2C)cc1 | 2.6 | 5.8 | . | . |
| 4 | COc1ccc(Cn2cc(CN3CCS(=O)(=O)N(Cc4ccc(-c5cccc(Cl)c5)cc4)C(C)C3=O)nn2)cc1 (stereo unspecified) | -30.5 | -15.5 | 5.5 | -0.6 |
| 5 | CCN(CC(=O)NCc1ccccc1Cl)CC(=O)Nc1c(F)cccc1F | -9.1 | -0.1 | -0.2 | 1.2 |
| 6 | COc1ccc(S(=O)(=O)n2nc(C)cc2C)cc1OC | 10.0 | . | -0.1 | -3.7 |
| 7 | C[C@H](CO)N1C[C@H](C)[C@H](CN(C)C(=O)Nc2cccc3ccccc23)Oc2ccc(NC(=O)CCC(F)(F)F)cc2C1=O | -13.5 | -6.7[16.7 µM] | -4.8 | 0.0 |
| 8 | COc1ccc(C(=O)CSc2cc(C)nc3nc(C)nn23)cc1OC | . | 2.4 | 2.7 | -3.1 |
| 9 | CN(C)C(=O)CN1C(=O)C2CCCCN2C(=O)c2ccccc21 (stereo unspecified) | . | -2.6 | 0.0 | 2.6 |
| 10 | CCC(C)N(C(=O)COC(=O)CSc1ccc([N+](=O)[O-])cc1)C1CCS(=O)(=O)C1 (stereo unspecified) | -5.2 | -5.1 | 1.2 | 1.2 |
| 11 | COc1ccc(/C=C2\Sc3ccc(C(=O)N4CCCC4)cc3N(C)C2=O)cc1OC | . | 23.6 | 0.8 | 2.4 |
| 12 | C[C@@H]1COC(=O)[C@@H](Cc2ccc(F)cc2)C/C=C\C[C@@H](CC(=O)NCCO)C(=O)N1 | -2.4 | -3.3 | -0.5 | -3.8 |
| 13 | CCc1cccc(OCCn2ccnc2)c1 | 7.2 | -3.8 | . | . |
| 14 | Cc1cccn2c(=O)c(/C=C(\C#N)S(=O)(=O)c3ccccc3)c(N3CCN(c4ccccc4)CC3)nc12 | 21.9 | -3.2 | 0.7 | -1.2 |
| 15 | C[C@@H]1CCCCO[C@@H](CN(C)S(=O)(=O)c2ccccc2)[C@H](C)CN([C@@H](C)CO)C(=O)c2cc(NC(=O)C3CCCCC3)ccc2O1 | -2.3 | -8.0[16.7 µM] | -1.1 | 1.5 |

| No. | F508del corr | PGC1a acetyl inh | Statin myotox sup | FN deposition inh |
| --- | --- | --- | --- | --- |
| 1 | -0.7 | -36.3 | . | . |
| 2 | -0.6 | 26.2 | -19.4 | 2.0 |
| 3 | 1.7 | 3.2 | . | . |
| 4 | 5.0 | -32.5 | 3.1 | . |
| 5 | -1.4 | -2.0 | -1.7 | 7.9 |
| 6 | -1.5 | . | 27.5 | 1.7 |
| 7 | 1.2 | 4.4 | -25.7 | . |
| 8 | . | -12.8 | -4.1 | . |
| 9 | . | -2.2 | -13.4 | . |
| 10 | -0.5 | . | -15.6 | -22.9 |
| 11 | . | -28.1 | 0.2 | . |
| 12 | 0.5 | 10.0 | -1.1 | 3.7 |
| 13 | . | 1.4 | 3.2 | -2.1 |
| 14 | -3.0 | 8.8 | 18.0 | -8.4 |
| 15 | -4.0 | -6.3 | . | 4.7 |

| No. | smiles | INS-1E GSIS act | miR122 inh | Cneo AK release | PglD inh |
| --- | --- | --- | --- | --- | --- |
| 16 | Cc1ccc(OCC(=O)OCC(=O)c2ccccc2)cc1C | 8.9 | . | -0.1 | -227.4 |
| 17 | COc1cc(NC(=O)C2CCCO2)c(OC)cc1NC(=O)c1ccccc1 (stereo unspecified) | . | -0.6 | 1.4 | 5.8 |
| 18 | CC[C@](C)(O)c1cc2ccccc2c(=O)o1 | 13.2 | -0.3 | -0.2 | -3.8 |
| 19 | COc1ccc(-n2c(CCc3ccccc3)nnc2SCC(=O)NCc2ccccc2)cc1 | . | -3.8 | -0.6 | 6.9 |
| 20 | CC(=O)NCc1ccc(-c2nc3ccccc3s2)cc1 | -0.3 | -1.4 | -8.9 | -2.3 |
| 21 | Cc1cc(=O)oc2cc(OCC(=O)N3CCCC3)c(Cl)cc12 | 13.4 | -0.9 | 0.5 | -3.5 |
| 22 | Cc1ccc(CN2CC[C@H]3C=CCc4cccc(c43)C2)cc1 | . | 9.7 | -1.3 | -8.9 |
| 23 | COc1ccc(NC(=O)CSc2ncccn2)cc1S(=O)(=O)N1CCCCC1 | . | . | -1.5 | -0.7 |
| 24 | CCCNC(=O)N(C)C[C@H]1Oc2cc(-c3cccnc3)ccc2S(=O)(=O)N([C@H](C)CO)C[C@H]1C | 12.1 | -0.9[16.7 µM] | 3.3 | 1.2 |
| 25 | O=C(COC(=O)/C=C/c1ccc(Br)o1)Nc1cccc(S(=O)(=O)N2CCOCC2)c1 | -8.1 | -0.8 | -2.4 | 6.9 |
| 26 | COCCCNC(=O)CN1C(=O)COc2ccc(S(=O)(=O)N3CC(C)CC(C)C3)cc21 (stereo unspecified) | 0.1 | 0.4 | 2.1 | 0.2 |
| 27 | CC(=O)N1N=C(c2cccc([N+](=O)[O-])c2)OC1(C)CC(=O)Nc1ccccc1 (stereo unspecified) | 16.9 | 2.1 | 71.2 | -7.5 |
| 28 | Cc1c([N+](=O)[O-])c([N+](=O)[O-])nn1CC(=O)N1CCCCC1 | 34.8 | -11.2 | -2.4 | 6.1 |
| 29 | O=C(/C=C/c1ccc2c(c1)OCO2)NCCSCc1ccc(Cl)cc1Cl | -15.2 | -0.9 | 2.5 | 2.3 |
| 30 | COc1ccc(C(=O)Oc2ccc(/C=N/O)cc2)cc1 | -10.8 | -7.0 | . | 0.7 |

| No. | F508del corr | PGC1a acetyl inh | Statin myotox sup | FN deposition inh |
| --- | --- | --- | --- | --- |
| 16 | -3.7 | . | 9.1 | . |
| 17 | . | -7.7 | -23.6 | . |
| 18 | -2.7 | -0.2 | -3.2 | 8.9 |
| 19 | . | -6.8 | . | -5.9 |
| 20 | -4.1 | . | -11.3 | 2.1 |
| 21 | 0.8 | -4.9 | 4.7 | 3.8 |
| 22 | 3.7 | 7.5 | -20.2 | -0.1 |
| 23 | -2.1 | . | -1.1 | 7.5 |
| 24 | 0.9 | 5.5 | 19.1 | . |
| 25 | -2.3 | -3.5 | 11.4 | -8.7 |
| 26 | 0.8 | 7.4 | 5.6 | -1.3 |
| 27 | . | -1.7 | . | 2.8 |
| 28 | . | . | . | 8.8 |
| 29 | . | -2.4 | 35.4 | . |
| 30 | . | 0.4 | 2.5 | -10.9 |

Laid out differently: results already given
Results follow in this order: INS-1E GSIS act | miR122 inh | Cneo AK release | PglD inh | F508del corr | PGC1a acetyl inh | Statin myotox sup | FN deposition inh
20	CC(=O)NCc1ccc(-c2nc3ccccc3s2)cc1
  -0.3 | -1.4 | -8.9 | -2.3 | -4.1 | . | -11.3 | 2.1
28	Cc1c([N+](=O)[O-])c([N+](=O)[O-])nn1CC(=O)N1CCCCC1
  34.8 | -11.2 | -2.4 | 6.1 | . | . | . | 8.8
17	COc1cc(NC(=O)C2CCCO2)c(OC)cc1NC(=O)c1ccccc1 (stereo unspecified)
  . | -0.6 | 1.4 | 5.8 | . | -7.7 | -23.6 | .

(further entries)
| No. | smiles | INS-1E GSIS act | miR122 inh | Cneo AK release | PglD inh |
| --- | --- | --- | --- | --- | --- |
| 31 | COCCCn1c(=O)c2ccccc2n(Cc2ccccc2)c1=O | 47.5 | -3.1 | -3.8 | 0.4 |
| 32 | C[C@@H]1CCCCO[C@H](CN(C)C(=O)Nc2ccc(C(F)(F)F)cc2)[C@@H](C)CN([C@H](C)CO)C(=O)c2cc(N(C)C)ccc2O1 | -6.5 | -0.4[16.7 µM] | . | . |
| 33 | CC1(C(=O)NS(=O)(=O)c2ccc(F)cc2F)CCN1C(=O)Cc1cc(F)ccc1F (stereo unspecified) | -9.9 | . | -1.1 | 0.8 |
| 34 | CN1C(=O)c2cc(NC(=O)C3CCOCC3)ccc2OC[C@H]2O[C@@H](CC(=O)NCc3ccc4c(c3)OCO4)CC[C@@H]21 | 12.4 | . | -10.0 | -3.1 |
| 35 | C[C@H](CO)N1C[C@H](C)[C@H](CN(C)C(=O)Nc2ccc(F)cc2)Oc2cc(C#CC3(O)CCCC3)ccc2S1(=O)=O | -14.2 | -0.9[16.7 µM] | -7.0 | -1.8 |
| 36 | CCOC(=O)COc1ccccc1/C=N\NC(=O)c1cc2c(ccc3ccccc32)o1 | 8.2 | . | 0.1 | . |
| 37 | Cc1c(NC(=S)SCc2ccccc2)c(=O)n(-c2ccccc2)n1C | 5.3 | -3.2 | . | . |
| 38 | Clc1ccc(CNc2ccccn2)cc1 | 5.5 | . | . | . |
| 39 | Cn1c(=O)c2c(nc(-c3ccccc3)n2C)n(Cc2ccccc2)c1=O | 27.9 | -1.5 | -0.6 | -7.9 |
| 40 | O=C(NC(=S)NC12CC3CC(CC(C3)C1)C2)c1ccc(F)cc1 | . | 7.3 | 11.0 | -2.2 |
| 41 | COC(=O)c1ccc2c(=O)[nH]c(COC(=O)c3[nH]c(C)c(C(C)=O)c3C)nc2c1 | . | 0.8 | -0.1 | 12.9 |
| 42 | COc1ccc(-c2cn3cccnc3n2)cc1NC(=O)C(C)Oc1ccccc1 (stereo unspecified) | 3.0 | 8.6 | -0.1 | -0.6 |
| 43 | CCOC(=O)N1CCN(CCC(=O)Nc2cc(C)ccc2C)CC1 | . | -2.0 | -1.4 | -2.1 |
| 44 | Cc1cc(F)ccc1NC(=O)Nc1ccc2c(c1)OCO2 | 29.4 | . | 0.3 | -3.4 |

| No. | F508del corr | PGC1a acetyl inh | Statin myotox sup | FN deposition inh |
| --- | --- | --- | --- | --- |
| 31 | -4.6 | 7.7 | 18.1 | 8.6 |
| 32 | -4.0 | -5.0 | 5.6 | . |
| 33 | -0.8 | . | -3.5 | 2.4 |
| 34 | . | . | 19.7 | 1.7 |
| 35 | -1.7 | -0.5 | . | . |
| 36 | 1.2 | . | . | 8.1 |
| 37 | -1.2 | 6.8 | . | -6.3 |
| 38 | 3.5 | -0.3 | . | 6.3 |
| 39 | . | -3.9 | . | 3.9 |
| 40 | 1.1 | -10.2 | -4.6 | 3.5 |
| 41 | -0.1 | 1.3 | -3.7 | -12.4 |
| 42 | 2.0 | 0.4 | -8.0 | -34.2 |
| 43 | -7.2 | . | 1.9 | 3.7 |
| 44 | -2.3 | . | -7.7 | 0.7 |

3 compounds out of the list above, ordered by the number in INS-1E GSIS act, high to low:
| # | canonical_smiles | INS-1E GSIS act |
| --- | --- | --- |
| 36 | CCOC(=O)COc1ccccc1/C=N\NC(=O)c1cc2c(ccc3ccccc32)o1 | 8.2 |
| 38 | Clc1ccc(CNc2ccccn2)cc1 | 5.5 |
| 42 | COc1ccc(-c2cn3cccnc3n2)cc1NC(=O)C(C)Oc1ccccc1 (stereo unspecified) | 3.0 |
